PfHsp90 yeast 2: growth inhibition of yeast expressing Plasmodium Hsp90. S. cerevisiae expressing PfHsp90, BacTiter-Glo ATP, 48 h; yeast lacking PDR1 and PDR3 efflux regulators. inhibition, % at 9.4 µM. AID 504621. actives 0.32% (n = 310,000);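 active = every replicate shows inhibition above about 80%, whatever the replicate mean, limit read from the data; inconclusive = mean inhibition reaches the set limit but some replicate falls short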;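 also: 0% = DMSO neutral controls and 100% = 20 µM radicicol positive controls; yeast relying on Plasmodium falciparum Hsp90 in place of its own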
phage Ecoli inh: E. coli growth loss with phage present | inhibition, % at 11.9 µM | growth absorbance | actives 0.26% (n = 360,000); in the data active = inhibition above about 11%
Mot1-301 SUMO: SUMOylation pathway inhibition by Mot1-301 growth rescue. S. cerevisiae Mot1-301 growth rescue, ATP luminescence, 38.5C; percent above DMSO median, 100 means doubled. actives 1% (n = 320,000). growth rescue, % at 18.8 µM;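 active = every valid replicate shows activation above 250% relative to neutral control wells; inactive = the rest, any valid replicate at or below 250%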;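 also: OY570 slx delta 5 strain wells were the positive control but not used for scaling; some compounds called inactive have numbers as strong as hits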
Arr AP2 block: inhibitors of human beta-arrestin and AP2 interaction; FITC-arrestin peptide / GST-AP2 beads, flow cytometry; AP2 beta2 appendage carries R879A mutation; inhibition, % at 10 µM; actives 0.31% (n = 340,000); AID 504490;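 active = inhibition above a set limit, near 3 SD of compounds lacking own fluorescence, cut at about 54% in these data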;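 also: plate controls were DMSO wells for no effect and 5 µM unlabelled arrestin peptide for full effect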
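system = GST-tagged AP2 beta2-adaptin appendage (R879A) on 4 µm glutathione beads | reagent = FITC-labelled arrestin peptide probe, 50 nM final | schedule = compound with beads 12 min RT, then probe 1 h RT | signal = HyperCyt-sampled flow cytometry, FL1 channel, ex 488/em 535 nm | read-out = percent response from loss of bead-bound FITC fluorescence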
DSG3 Ab inh: inhibitors of pemphigus antibody binding to human desmoglein-3; DSG3-coupled beads, scFv-anti-DSG3-GFP binding, flow cytometry; hits give low values; AID 588358; P32926; binding (percent of control), % at 10 µM; actives 0.48% (n = 310,000);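 active = binding more than 3 SD below its plate's average and above zero; inconclusive = below that plate limit but binding exactly zero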;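 also: hits lower antibody fragment binding to DSG3; some compounds called inactive have numbers as strong as hits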
Tat export inh: blocks Tat-dependent protein export in E. coli. E. coli MC4100 TorA-mCherry Tat export, fluorescence. inhibition, % at 10 µM. actives 0.036% (n = 340,000). AID 488895;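 active = mean replicate inhibition at least 50% and at least half of replicates individually reaching 50%; inconclusive = only one of the two criteria met; inactive = neither criterion met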;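 also: exported cargo escapes ClpAP degradation while cytoplasmic cargo is degraded and loses fluorescence; 0% = median of neutral control wells and 100% = median of NaSCN control wells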
MOR-DOR ag: agonists of human mu-delta opioid receptor heterodimerization; P35372+P41143; cells, OPRM1-OPRD1 heterodimerization, luminescence; activation, % at 9.3 µM; actives 0.3% (n = 340,000); in the data active = activation above about 18%;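 also: 0% = vehicle-treated cells and 100% = reference agonist; values of inactives mirror those of a sister screen read the other way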
Target sequence (P35372 whole entry, looked up): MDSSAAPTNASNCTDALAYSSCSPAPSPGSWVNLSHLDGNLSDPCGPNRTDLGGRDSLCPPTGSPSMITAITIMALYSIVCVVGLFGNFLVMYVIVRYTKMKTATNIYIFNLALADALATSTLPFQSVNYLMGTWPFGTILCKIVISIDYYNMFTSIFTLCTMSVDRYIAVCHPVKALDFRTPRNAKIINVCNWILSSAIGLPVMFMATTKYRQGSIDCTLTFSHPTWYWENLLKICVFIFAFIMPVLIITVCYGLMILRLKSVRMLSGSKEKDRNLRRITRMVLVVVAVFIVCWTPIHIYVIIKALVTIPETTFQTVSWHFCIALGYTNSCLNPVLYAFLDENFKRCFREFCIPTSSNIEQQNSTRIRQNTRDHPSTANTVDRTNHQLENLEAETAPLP
Target sequence (P41143 whole entry, looked up): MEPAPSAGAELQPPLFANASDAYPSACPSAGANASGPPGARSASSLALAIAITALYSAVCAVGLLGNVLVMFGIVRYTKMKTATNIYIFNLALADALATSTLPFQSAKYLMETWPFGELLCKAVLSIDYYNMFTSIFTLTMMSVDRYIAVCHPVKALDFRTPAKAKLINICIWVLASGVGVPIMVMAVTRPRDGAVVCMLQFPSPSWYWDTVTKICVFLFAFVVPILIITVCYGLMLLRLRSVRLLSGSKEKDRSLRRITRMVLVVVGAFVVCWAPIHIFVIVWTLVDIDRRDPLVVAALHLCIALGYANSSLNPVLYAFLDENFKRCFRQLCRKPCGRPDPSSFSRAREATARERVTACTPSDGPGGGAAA
AddAB inh: less growth of phage-infected E. coli with AddAB; E. coli expressing H. pylori AddAB, absorbance growth; inhibition, % at 11.9 µM; actives 0.29% (n = 330,000); in the data active = inhibition above about 12%;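 also: 0% = vehicle wells of infected cells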
E coli growth: bacterial growth inhibition, counter-screen for AddAB inhibitors; actives 0.27% (n = 330,000); E. coli V3065 growth, OD600 absorbance, 18 h; inhibition, % at 11.9 µM; AID 449728;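 active = inhibition above the campaign's mean inhibition across all tested compounds plus 3 SD, cut at about 9.9% in these data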;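 also: uninfected addAB+ strain grown without phage in ampicillin broth; 0% = DMSO wells and 100% = ciprofloxacin 0.95 µg/ml wells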
PKA-R1A act: PKA-R1A complex activation; PKA-R1A dissociation, Cy5-IP20 fluorescence polarization; scaled: DMSO 0%, 113 µM cGMP 100%; actives 0.083% (n = 340,000); AID 504707; P00514+P68181; activation, % at 11.4 µM;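 active = percent activation above the mean of all tested compounds plus 3 SD, cut at about 19% in these data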;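 also: higher means more PKAc released from R1A so a rise in polarization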
MOR-DOR inv ag: mu-delta opioid heterodimer inverse agonism; P35372+P41143; cell-based MOR-DOR heterodimer luminescence; inhibition, % at 9.3 µM; actives 0.21% (n = 340,000); AID 504357; in the data active = inhibition above about 22%, passing the limit was not always enough;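 also: 0% = cells with DMSO and 100% = wells without cells with DMSO; values of inactives mirror those of a sister screen read the other way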
The depositor's hits bear a star; i = inactive; u = inconclusive; x = not tested or not shown.

The line under a structure holds: PfHsp90 yeast 2	phage Ecoli inh	Mot1-301 SUMO	Arr AP2 block	DSG3 Ab inh	Tat export inh	MOR-DOR ag	AddAB inh	E coli growth	PKA-R1A act	MOR-DOR inv ag
- CCN(CC)CCC(=O)N1c2ccccc2CCc2ccc(NC(=O)OC(C)C)cc21
  2	2.2	-10	10	109	3	-2.4	x	x	3	12
- Cc1ccc(S(=O)(=O)N(C(=O)c2ccncc2)c2ccc(OC(=O)c3ccncc3)cc2)cc1
  95*	0.6	110	23	81	-8	-1.1	6.6	1.4	-15	6
- CCCCN1C(=O)C(O)(CC(=O)c2ccccc2OC)c2ccccc21 (centres undefined)
  -4	0.8	122	6	110	-4	-4.4	1.6	-2.1	-3	22
- CC(C)C(NC(=O)c1ccc(Cl)cc1Cl)C(=O)N1CCN(S(=O)(=O)c2ccccc2)CC1 (centres undefined)
  -9	1.9	58	21	95	1	-0.7	-0.7	1.5	-3	3
- O=C(CCn1c(=S)oc2ccccc21)Nc1cccc(F)c1
  7	5.9	9	8	92	0	-1.7	4.7	-0.8	4	9
- CS(=O)(=O)N1CCN=C1SCc1ccc(Br)cc1
  -10	1.2	-23	-4	101	-1	-4.0	0.7	-1.3	1	20
- Cn1cccc1C(=O)NC(=O)COC(=O)CC12CC3CC(CC(C3)C1)C2
  -13	0.8	18	23	x	-8	0.3	0.7	-2.9	-3	-1
- CCCNS(=O)(=O)c1ccc(OCC(=O)Nc2ccc3c(c2)OCCO3)c(C)c1
  -21	0.7	20	22	100	-1	1.7	1.3	-0.3	-5	-11
- Cc1ccccc1NC(=O)CN1C(=O)COc2ccc(Cl)cc21
  -1	-0.1	-6	9	105	-1	0.5	-0.3	0.0	-3	-3
- COCc1cc(Sc2cccc(Cl)c2Cl)nc(-c2ccccc2)n1
  21	2.0	-4	-11	105	6	1.2	2.6	-0.8	-6	-5
- O=C(CCSCCc1ccccn1)Nc1ccc(Br)cc1F
  1	0.2	193	-1	106	-8	0.0	2.5	-1.0	7	0
- COc1ccc(OC)c(/C=N/NC(=O)CN2CCSCC2)c1
  -2	0.4	11	3	103	-9	-3.5	1.0	-1.2	-8	16
- O=C(CCNC(=O)N1CCn2c1nc1ccccc12)NCc1ccccc1
  -1	2.8	28	2	104	3	x	1.9	-0.7	-7	x
- CC(C)(C)C(=O)N1CCN(c2nc3ccc(Cl)cc3s2)CC1
  -3	0.6	26	-3	94	-2	3.8	2.3	-1.7	-2	-21
- COc1ccc(CC(=O)Nc2ccccc2C(=O)N2CCOCC2)cc1OC
  -15	3.1	-21	-3	95	1	0.2	2.1	-0.1	-4	-1
- O=C(CCc1nc2ccccc2c(=O)[nH]1)NNC(=O)c1ccccc1Cl
  1	3.0	-6	-1	103	4	-2.5	1.0	1.1	3	13
- Cc1ccc(-c2csc(NC(=O)/C=C/c3ccco3)c2C(=O)O)cc1
  28	2.8	17	-9	94	-3	-2.4	-0.8	-3.5	4	12
- CC1CCC(CN2C(Nc3ccccc3)=NC[C@@H]2C)CC1 (some centres undefined)
  7	3.3	16	-12	103	-1	-3.9	4.2	-2.2	0	18
- Cc1ccc(CNc2ccc([N+](=O)[O-])cc2C(N)=O)cc1
  -10	0.8	-19	5	95	0	1.3	1.4	1.2	0	-8
- Cc1ccc(Sc2cc(Cl)nc(N)n2)cc1
  3	0.2	21	-5	x	6	1.6	2.8	0.9	-8	-6
- CCOc1ccc(OCc2ccc(C(=O)N3CCCCC3)o2)cc1
  5	3.4	202	-9	114	-3	-0.7	0.8	0.0	-9	4
- COc1ccc(C(C)C)cc1S(=O)(=O)Nc1ncn[nH]1
  2	0.4	-3	5	112	7	1.0	1.4	-0.4	1	-8
- COc1ccc(C(=O)COC(=O)c2sccc2C)cc1OC
  x	2.6	-5	6	101	-4	-2.0	1.2	-1.1	0	8
- C=CCn1c(SCC(=O)Nc2ccc(OC)cc2)nnc1-c1cnccn1
  4	2.0	-5	0	99	-1	-3.0	0.8	2.2	3	15
- Cc1csc(NC(=O)C2CC(=O)N(c3ccc(C)c(C)c3)C2)n1 (centres undefined)
  -8	-1.1	4	44	84	-3	0.0	2.3	-2.6	6	0
- C=CCN1C=CC(=C/C=C(/C#N)C(=O)OCC)C=C1
  19	4.3	-21	21	129	-8	-0.9	1.5	-1.4	7	5
- COc1ccc(Cl)cc1C(=O)NNC(=O)c1csc(N2CCOCC2)n1
  4	-0.9	161	-11	97	-1	-1.1	-2.5	-1.0	0	6
- CCC(=O)Nc1cc(OC)cc(OC)c1
  x	0.5	-6	7	119	6	-0.9	0.1	-1.7	-8	4
- COC(=O)c1ccc(C(=O)N2CCCC(Nc3ccc(F)c(F)c3)C2)cc1 (centres undefined)
  -13	-0.3	13	-5	114	0	-3.0	0.9	-2.6	3	15
- CCC(C)c1ccc(NC(=S)NC2CCN(Cc3ccccc3)CC2)cc1 (centres undefined)
  -22	3.9	4	1	112	3	9.9	6.4	3.1	-8	-50
- CC(=O)Nc1ncc(Cc2cc(Cl)ccc2Cl)s1
  -12	6.7	-12	2	92	-9	0.8	2.3	-0.9	5	-5
- NCCCn1c(C(=O)c2ccc(Cl)cc2)c2ccc(C(F)(F)F)cc2[n+]1[O-]
  7	3.7	-17	9	110	2	3.7	0.8	-2.2	8	-20
- O=C(N/N=C\c1ccccn1)c1cccc(C(=O)N/N=C\c2ccccn2)n1
  -19	3.2	11	-17	102	4	-0.9	4.5	2.3	3	5
- O=C(NCCc1ccccc1)/C(=C\c1ccc([N+](=O)[O-])cc1)NC(=O)c1ccc(Br)cc1
  8	1.7	-3	23	127	-2	2.1	2.5	-0.8	-8	-12
- CCOc1ccc(NC(=O)CN(C)C(=O)c2ccccc2OCCOc2ccccc2)cc1OCC
  -35	1.2	-9	17	x	-10	-2.7	2.7	0.0	-1	11
- CN1CCN(CC(O)(c2ccc(Cl)cc2)c2ccc(Cl)cc2)CC1
  -28	0.2	0	11	94	-9	1.6	0.2	2.4	1	-8
- O=C(Cn1c(C(F)(F)F)nc2ccccc21)Oc1cccc(C(F)(F)F)c1
  -12	2.9	-3	6	x	5	-4.0	5.8	-1.0	-7	17
- COc1ccc(OCCCNCCc2ccccc2)cc1
  x	3.7	0	31	128	4	1.0	2.2	3.0	8	-5
- CN(CC(=O)Nc1ccccc1C(F)(F)F)CC(=O)N1CCCCCC1
  x	1.4	-4	-3	97	2	-2.9	0.8	0.3	-6	11
- Nc1cc(Cl)ccc1N1C(=O)CCC1=O
  0	1.8	-8	21	89	-1	-2.3	-1.7	-1.2	1	12
- COn1c2c(c3c4nonc4ccc31)CCCC2
  -46	2.3	24	6	104	2	-0.6	0.8	-1.1	-2	3
- C=Cc1ccc(C(=O)NC2CCCN(Cc3ccccc3F)C2)cc1 (centres undefined)
  5	-1.4	2	0	96	3	-1.7	0.3	0.8	-5	8
- CCOc1cccc(CN2CCC(n3nccc3NC(=O)CCCc3ccccc3)CC2)c1
  6	1.7	-8	16	107	6	-2.5	-0.4	1.4	-2	14
- COc1ccc(NC(=O)NNC(=O)COc2ccc3cc(Br)ccc3c2)cc1OC
  11	-0.7	-8	-4	x	-9	-1.5	-1.6	-3.9	-7	8
- Cc1ccc(NC(=O)c2cccs2)cc1S(=O)(=O)Nc1cccc(Cl)c1
  -1	3.2	7	21	97	u	4.5	2.5	0.6	-5	-23
- COc1ccc(-c2cc(C(=O)c3c(N)n(C)c(=O)n(C)c3=O)c3ccccc3n2)cc1OC
  -19	4.6	-4	-10	105	8	-1.5	5.1	0.8	-7	7
- O=C(O)C1C2C=CC(O2)C1C(=O)NCc1ccc(Cl)cc1 (centres undefined)
  x	0.8	14	17	99	0	1.1	0.3	-0.6	3	-6
- CCc1nc2ccc(C(=O)NCc3ccco3)cc2nc1CC
  5	-1.7	-1	27	101	-7	-1.1	0.0	0.2	-2	6
- CCOC(=O)c1sc(-c2ccc(C)cc2)c(C#N)c1C
  -13	4.2	0	0	107	-14	0.0	-0.2	-0.7	-8	0
- CC(C)OC(=O)c1ccc2nc3ccccc3nc2c1
  -102	2.6	616	1	x	-1	2.9	-0.7	-1.4	6	-14
- CCC(C)C(CO)NCCCn1cnc(C(=O)Nc2ccc(C)c(C)c2)n1 (centres undefined)
  10	1.8	x	8	100	1	-2.4	x	x	2	11
- CN(c1cccc(NC(=O)c2ccc(CN3CCc4ccccc4C3)cc2)c1)S(C)(=O)=O
  -10	2.9	-15	4	122	1	4.8	x	x	-12	-23
- Cc1nc2ccccn2c1C(=O)/C=C/c1cccc([N+](=O)[O-])c1
  -55	2.3	i	4	85	-6	-1.6	0.2	0.8	-7	8
- COc1ccccc1CN1CC(C(=O)NCc2cc(F)ccc2C)CCC1=O (centres undefined)
  -7	1.5	x	-14	102	2	-3.8	x	x	12	20
